NOD2-RIPK2 inh: NOD2-RIPK2 binding disruptors in cells, primary screen, fluorescence, CHO cells, BLA complementation; AID 624267, 2012; inhibition, % at 4.98 µM; 0.38% of 360,000 active; CCF4 ratio; Receptor-interacting serine/threonine-protein kinase 2 (Homo sapiens), O43353; in the data active means inhibition above about 21%;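 further: 0% = vehicle only and 100% = reference blocker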
SRC2 inh: inhibition of GAL4-SRC2 driven luciferase reporter, primary screen, SRC2 inhibitor project, cell-based, luminescence; 0.17% of 370,000 active; Nuclear receptor coactivator 2 (Homo sapiens), Q15596; AID 651957, 2012; HEK293 GAL4-SRC2 luciferase reporter; inhibition, % at 9 µM;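 active means inhibition above the mean inhibition of all tested compounds plus 3 SD, set per campaign, cut at about 52% in these data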;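 further: 0% = DMSO treated cells and 100% = cells given Gossypol at 36 µM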
NCOA1 inh: SRC1 coactivator transcriptional activity inhibitors, primary screen, cell-based, luminescence. AID 588354, 2011. Nuclear receptor coactivator 1 (Homo sapiens), Q15788. inhibition, % at 3.6 µM. 0.12% of 360,000 active. HEK293 GAL4-SRC1 luciferase reporter;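 active means inhibition above the campaign mean plus 3 SD, with each screening campaign given its own cutoff, cut at about 60% in these data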;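 further: 0% = DMSO treated cells and 100% = gossypol at 36 µM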
TROY signal inh: inhibitors of TROY-driven NF-kB signaling, primary screen, Q293 LMP1-TROYcd cells, NF-kB luciferase, uHTS; Q293 LMP1-TROYcd NF-kB luciferase reporter, 4 h; inhibition, % at 10 µM; AID 1347056, 2019; 0.98% of 360,000 active;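 active means compounds whose plate-normalised and pattern-corrected inhibition of the luciferase reporter signal at the single screening dose is 50% or more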
COUP-TFII inh: NR2F2 transcriptional activity inhibitors, primary screen, cell-based, luciferase reporter, HEK293T, luminescence | 0.7% of 370,000 active | AID 686940, 2013 | COUP transcription factor 2 (Homo sapiens), P24468 | HEK293T NGFI-A luciferase reporter | inhibition, % at 8.6 µM;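 active means inhibition above a per-plate cutoff, mean inhibition of test wells between control levels plus 3 SD, cut at about 38% in these data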;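 further: cells cotransfected with COUP-TFII expression vector driving the NGFI-A reporter; 0% = median of COUP-TF2 test wells and 100% = reporter-only cells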
TWEAK Fn14 block: inhibitors of TWEAK-Fn14 signaling, primary screen, luciferase reporter cells, uHTS | TWEAK-stimulated Fn14 reporter cells, luciferase luminescence, 8 h | inhibition, % at 10 µM | 2% of 360,000 active | AID 1159606, 2016; in the data active means inhibition above about 50%
LMP1 NFkB inh: EBV LMP1-driven NF-kappaB luciferase reporter inhibitors, primary screen, cell-based, luminescence, single point; LMP1-induced NF-kappaB luciferase reporter cells; 0.69% of 350,000 active; inhibition, % at 12.5 µM; AID 504558, 2011; in the data active means inhibition above about 41%;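 further: 0% = neutral control wells and 100% = reference inhibitor control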
SRC3 inh: SRC3 coactivator transcriptional activity inhibitors, primary screen, cell-based, luminescence; Nuclear receptor coactivator 3 (Homo sapiens), Q9Y6Q9; HEK293 GAL4-SRC3 luciferase reporter; inhibition, % at 3.6 µM; 0.17% of 360,000 active; AID 588352, 2011;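 active means inhibition above a per-campaign cutoff, the mean of all compounds plus 3 SD, cut at about 60% in these data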;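 further: 0% = DMSO-treated cells and 100% = gossypol-treated cells at 36 µM; higher means less SRC3-driven luciferase light from the GAL4 reporter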
C8 TRAIL sens: viability loss with TRAIL in NB7+C8 cells, primary screen, TRAIL sensitizer project, cell-based, ATPlite luminescence | 1% of 360,000 active | inhibition (viability loss, TRAIL sensitization), % at 10 µM;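 active means compounds causing at least 50% loss of cell viability in the single-dose screen, relative to plate controls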
TLR9-MyD88 inh: inhibitors of TLR9-MyD88 association in cells, primary screen, cell-based, CHO, BLA complementation, fluorescence | Toll-like receptor 9 (Homo sapiens) + Myeloid differentiation primary response protein … | CCF4 FRET ratio | inhibition, % at 4.98 µM | 0.21% of 340,000 active;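 active means inhibition above the mean over all tested compounds plus 3 SD, cut at about 21% in these data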;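 further: 0% = DMSO only wells and 100% = clavulanate BLA inhibitor control wells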
Target sequence (Q99836 whole entry, looked up): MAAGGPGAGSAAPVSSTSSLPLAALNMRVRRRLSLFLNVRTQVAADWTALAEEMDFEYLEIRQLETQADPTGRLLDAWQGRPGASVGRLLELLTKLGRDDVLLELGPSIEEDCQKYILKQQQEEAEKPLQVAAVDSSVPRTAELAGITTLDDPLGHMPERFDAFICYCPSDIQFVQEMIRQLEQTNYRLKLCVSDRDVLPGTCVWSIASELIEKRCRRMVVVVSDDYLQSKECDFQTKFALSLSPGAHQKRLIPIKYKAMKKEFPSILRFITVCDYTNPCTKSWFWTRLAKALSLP
Target sequence (Q9NR96 whole entry, looked up): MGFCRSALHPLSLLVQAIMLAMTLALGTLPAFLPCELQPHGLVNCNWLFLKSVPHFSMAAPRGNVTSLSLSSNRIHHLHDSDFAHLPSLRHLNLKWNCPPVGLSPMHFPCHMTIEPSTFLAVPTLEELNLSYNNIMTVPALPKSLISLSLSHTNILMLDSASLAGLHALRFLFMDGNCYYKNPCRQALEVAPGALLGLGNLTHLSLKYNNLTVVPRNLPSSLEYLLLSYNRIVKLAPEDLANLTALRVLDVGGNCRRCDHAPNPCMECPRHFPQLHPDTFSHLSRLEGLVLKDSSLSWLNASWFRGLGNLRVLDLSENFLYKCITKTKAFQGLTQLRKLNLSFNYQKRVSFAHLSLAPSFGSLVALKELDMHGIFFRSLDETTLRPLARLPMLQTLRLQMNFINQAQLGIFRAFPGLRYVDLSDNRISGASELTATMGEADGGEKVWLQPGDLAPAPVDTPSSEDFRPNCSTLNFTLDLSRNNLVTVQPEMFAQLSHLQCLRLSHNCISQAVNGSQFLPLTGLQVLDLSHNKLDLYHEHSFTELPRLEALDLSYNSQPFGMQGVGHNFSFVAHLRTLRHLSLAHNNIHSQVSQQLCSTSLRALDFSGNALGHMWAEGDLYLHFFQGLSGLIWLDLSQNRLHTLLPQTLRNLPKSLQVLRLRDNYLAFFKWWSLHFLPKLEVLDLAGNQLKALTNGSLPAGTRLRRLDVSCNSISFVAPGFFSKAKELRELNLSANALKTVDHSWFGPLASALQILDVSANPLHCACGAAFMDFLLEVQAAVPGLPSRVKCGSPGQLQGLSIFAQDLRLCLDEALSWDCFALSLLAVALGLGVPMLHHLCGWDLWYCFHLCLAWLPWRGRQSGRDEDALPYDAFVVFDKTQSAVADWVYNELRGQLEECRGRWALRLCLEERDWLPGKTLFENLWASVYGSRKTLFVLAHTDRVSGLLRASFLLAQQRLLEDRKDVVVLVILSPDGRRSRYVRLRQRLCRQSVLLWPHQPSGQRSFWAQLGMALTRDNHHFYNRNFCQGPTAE
NR5A2 inv ag: LRH-1 (NR5A2) inverse agonists, primary screen, cell-based, luminescence, HEK293T, StAR-luciferase reporter. Nuclear receptor subfamily 5 group A member 2 (Homo sapiens), O00482. AID 602396, 2012. inhibition, % at 3.6 µM. 0.13% of 360,000 active. LRH-1 transfected, 24 h;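 active means inhibition above the mean inhibition of all tested compounds plus 3 SD, cut at about 73% in these data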;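 further: 0% = DMSO wells and 100% = reporter-only cells lacking LRH-1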
* hit, by the source's call; . = not tested or not shown.

mol | NOD2-RIPK2 inh | SRC2 inh | NCOA1 inh | TROY signal inh | COUP-TFII inh | TWEAK Fn14 block | LMP1 NFkB inh | SRC3 inh | C8 TRAIL sens | TLR9-MyD88 inh | NR5A2 inv ag
CC(/C=C(\NC(=O)c1ccccc1)C(=O)N=Nc1c(O)[nH]c2ccc(C)cc12)=C\c1ccccc1 | 10 | 16 | 12 | -29 | 10 | 38 | 12 | 24 | 3 | 0 | 50
Cn1c(=O)oc2cc(S(=O)(=O)Nc3ccccc3O)ccc21 | -4 | -36 | 7 | -13 | -2 | 2 | 1 | 14 | 0 | -2 | -2
Cc1cc(C)c2c(=O)[nH]c(SCC(=O)Nc3ccc(N(C)C)cc3)nc2n1 | 3 | 11 | -18 | -16 | -3 | 9 | -5 | -11 | -13 | -3 | 35
O=[N+]([O-])c1cc(S(=O)(=O)c2ccc(N3CCCCC3)c([N+](=O)[O-])c2)ccc1N1CCCCC1 | 1 | 7 | 9 | 15 | 23 | 8 | 5 | 0 | 23 | 1 | -9
Cc1ccc(CNC(=O)C2CCN(S(=O)(=O)N3CCOCC3)CC2)cc1 | -10 | -8 | -3 | 1 | -10 | 6 | 9 | 16 | 4 | -11 | -10
CCC(C)(C)NC(=O)C(c1ccco1)N(C(=O)c1csnn1)c1cccc(F)c1 (centres undefined) | -5 | -13 | 7 | -1 | -3 | 0 | 10 | 9 | 1 | 2 | 9
COc1ccc(N2CCN(C(=O)COc3ncnc4ccccc34)CC2)cc1 | -2 | -10 | -14 | -5 | 10 | 8 | 2 | 14 | 4 | 2 | 5
COc1ccc(C(=O)CSc2nnc(NC(=O)C3CC(=O)N(c4cccc(OC)c4)C3)s2)cc1 (centres undefined) | 2 | 15 | 3 | -9 | 9 | 23 | 4 | 5 | 5 | 9 | 13
Cc1cccc(C(=O)NNC(=O)c2cccc(C)c2)c1 | -3 | -14 | -22 | -21 | 5 | -4 | 2 | 2 | -6 | 2 | 11
O=C1/C(=C/c2ccccc2F)SC(=S)N1CCC(=O)N1CCCCC1CCO (centres undefined) | -11 | -1 | -1 | 5 | 11 | 8 | 5 | -4 | 11 | -6 | -11
Cc1ccc(C)c2[nH]c(=O)c(CN(Cc3nnnn3C3CCCCC3)CC3CCCO3)cc12 (centres undefined) | -8 | -6 | 2 | -8 | 8 | 5 | -5 | 3 | 2 | 7 | 3
O=c1[nH]ncc(N/N=C\c2cccs2)c1Cl | -7 | -22 | -23 | 5 | -47 | -10 | -30 | -13 | 5 | 0 | -11
O=C(CCc1ccccc1)NN1C(=O)C2C3C=CC(O3)C2C1=O (centres undefined) | 5 | -12 | 0 | 9 | 9 | -8 | -3 | 11 | 2 | -2 | 6
O=C(CN1CCN(Cc2ccccc2F)C1=O)NCCN1CCOCC1 | -9 | 29 | -21 | 3 | -13 | -34 | -1 | 0 | -8 | -2 | 8
Cc1ccc(CN2CCN(/N=C/c3cccnc3)CC2)cc1 | 9 | -18 | 4 | -1 | 6 | 2 | -4 | 12 | -4 | -1 | -8
CCOC(=O)c1sc(=S)n(-c2ccc(C)cc2)c1N | -4 | -25 | -7 | -8 | 7 | -22 | -15 | 12 | 9 | 2 | 21
COc1ccc(-n2nnnc2SCC(=O)Nc2ccccc2N2CCOCC2)cc1 | 9 | -5 | 15 | -14 | 4 | -4 | -4 | 14 | 3 | -5 | 3
O=C(CN1C(=O)c2cccc([N+](=O)[O-])c2C1=O)NNC(=O)c1ccc(F)cc1 | 5 | -3 | -11 | -4 | 6 | 4 | -2 | 16 | -14 | -1 | -14
CCOCCn1c(CN2CCN(C(=O)c3ccco3)CC2)nc2c1c(=O)n(C)c(=O)n2C | 0 | 20 | -14 | 4 | 10 | 13 | -5 | -3 | 16 | 1 | 19
O=C(NCc1cccs1)C1CC(=O)N(C2CCCC2)C1 (centres undefined) | -5 | 6 | 8 | 8 | 6 | 0 | -19 | 0 | 8 | 2 | -3
COC(=O)Cn1cnc(C(=O)Nc2ccc(C)c(C)c2)n1 | -2 | -5 | 2 | -20 | -5 | 8 | -5 | -6 | -5 | 3 | 2
O=C(O)CSc1nnc(-c2ccncc2)n1CCc1ccccc1 | 1 | -15 | -10 | 6 | -6 | 2 | -8 | -8 | 3 | -6 | -2
O=C(/C=C/c1ccccc1Cl)NCCCn1ccnc1 | -5 | -21 | -16 | 15 | 17 | -22 | -8 | -19 | -7 | -9 | -18
C[C@H](CO)N1C[C@H](C)[C@@H](CN(C)C(=O)Nc2ccc(C(F)(F)F)cc2)Oc2c(NS(=O)(=O)c3ccccc3)cccc2C1=O | 12 | 19 | -8 | -16 | 8 | 1 | -2 | -7 | -23 | -4 | 13
Cc1ccc(F)cc1C(=O)N1CCCCC1c1cc(C(=O)Nc2ccc(F)c(Cl)c2)no1 (centres undefined) | -2 | 12 | 10 | 25 | -6 | 6 | . | 6 | 23 | . | 12

Some of the entries so far, with two lines to a compound.
Second line of a record: NOD2-RIPK2 inh, SRC2 inh, NCOA1 inh, TROY signal inh, COUP-TFII inh, TWEAK Fn14 block, LMP1 NFkB inh, SRC3 inh, C8 TRAIL sens, TLR9-MyD88 inh, NR5A2 inv ag
> CC(/C=C(\NC(=O)c1ccccc1)C(=O)N=Nc1c(O)[nH]c2ccc(C)cc12)=C\c1ccccc1
 : 10, 16, 12, -29, 10, 38, 12, 24, 3, 0, 50
> Cn1c(=O)oc2cc(S(=O)(=O)Nc3ccccc3O)ccc21
 : -4, -36, 7, -13, -2, 2, 1, 14, 0, -2, -2
> Cc1cc(C)c2c(=O)[nH]c(SCC(=O)Nc3ccc(N(C)C)cc3)nc2n1
 : 3, 11, -18, -16, -3, 9, -5, -11, -13, -3, 35
> O=[N+]([O-])c1cc(S(=O)(=O)c2ccc(N3CCCCC3)c([N+](=O)[O-])c2)ccc1N1CCCCC1
 : 1, 7, 9, 15, 23, 8, 5, 0, 23, 1, -9
> Cc1ccc(CNC(=O)C2CCN(S(=O)(=O)N3CCOCC3)CC2)cc1
 : -10, -8, -3, 1, -10, 6, 9, 16, 4, -11, -10
> CCC(C)(C)NC(=O)C(c1ccco1)N(C(=O)c1csnn1)c1cccc(F)c1 (centres undefined)
 : -5, -13, 7, -1, -3, 0, 10, 9, 1, 2, 9
> COc1ccc(N2CCN(C(=O)COc3ncnc4ccccc34)CC2)cc1
 : -2, -10, -14, -5, 10, 8, 2, 14, 4, 2, 5
> COc1ccc(C(=O)CSc2nnc(NC(=O)C3CC(=O)N(c4cccc(OC)c4)C3)s2)cc1 (centres undefined)
 : 2, 15, 3, -9, 9, 23, 4, 5, 5, 9, 13
> Cc1cccc(C(=O)NNC(=O)c2cccc(C)c2)c1
 : -3, -14, -22, -21, 5, -4, 2, 2, -6, 2, 11

(more compounds)
mol | NOD2-RIPK2 inh | SRC2 inh | NCOA1 inh | TROY signal inh | COUP-TFII inh | TWEAK Fn14 block | LMP1 NFkB inh | SRC3 inh | C8 TRAIL sens | TLR9-MyD88 inh | NR5A2 inv ag
COc1ccc([N+](=O)[O-])cc1NC(=O)C(C)OC(=O)CC1CCCC1 (centres undefined) | -7 | 8 | -10 | -5 | 16 | 14 | -3 | 2 | 9 | 6 | -12
CSc1ncccc1C(=O)OCC(=O)NC(N)=O | -1 | 8 | -8 | -19 | 3 | -3 | 1 | 11 | 5 | 3 | -10
Cc1ccc([N+](=O)[O-])cc1N(CC(=O)NCC1CCCO1)S(C)(=O)=O (centres undefined) | -4 | -22 | -27 | 16 | -2 | 7 | -1 | -11 | 4 | -3 | -4
CCCCNC(=S)NCCN1CCN(C(=S)NCCCC)CC1 | -6 | 21 | 6 | 11 | 26 | 7 | 1 | 9 | 3 | -5 | 7
CCOc1ccccc1CN1CCN(Cc2cccc3c2OCO3)CC1CCO (centres undefined) | 1 | 20 | -1 | 13 | -9 | -9 | 2 | 16 | 2 | -7 | 9
Cc1ccc(C)c(N2CCN(C(=O)CCCN3C(=S)NC(C)(C)CC3C)CC2)c1 (centres undefined) | 1 | 22 | -10 | 26 | 18 | 2 | 1 | 22 | 28 | -11 | 29
CC1=C(C(=O)Nc2cccc(C)n2)C(c2ccc3c(c2)OCO3)C2=C(CC(c3ccco3)CC2=O)N1 (centres undefined) | 2 | -10 | -15 | -39 | 9 | -29 | -3 | -25 | -12 | -1 | -26
CCO[C@H]1OC(C(N)=O)=C[C@@H](c2ccccc2)[C@@H]1CCCO | 4 | -32 | 6 | -11 | -8 | 4 | 10 | -7 | -12 | 9 | 4
CC1=C(C#N)C(Nc2ccc(Cl)cn2)(C(F)(F)F)C(=O)N1 (centres undefined) | 0 | -23 | -6 | 6 | 6 | -5 | 12 | 0 | -6 | 3 | 4
O=C(CSc1ncnc2c1oc1ccccc12)c1cccs1 | -5 | -22 | -80 | -23 | -6 | -53 | -18 | -56 | 6 | -3 | -46
O=C(CSc1nc(-c2ccccc2)cs1)Nc1ccccc1[N+](=O)[O-] | 4 | 8 | -23 | 2 | -5 | 1 | -12 | -21 | -3 | -5 | -25
COC(=O)C1=C(CSc2nc3c(cc2C#N)CN(C)CC3)OC(N)=C(C#N)C1c1ccc(F)cc1 (centres undefined) | 2 | 15 | -17 | -12 | -12 | 6 | -13 | 5 | -5 | -2 | -3
COc1cccc(CN(CC2CCCO2)S(=O)(=O)c2ccc(S(=O)(=O)N(C)C)cc2)c1 (centres undefined) | -5 | 6 | 5 | -5 | 10 | -8 | 1 | -13 | 2 | 0 | -4
C#CCN1C(C)=C(C(=O)OC)C(c2cccc([N+](=O)[O-])c2)C(C(=O)OCC)=C1C (centres undefined) | -8 | 13 | -3 | -20 | -5 | 11 | -9 | 1 | -9 | -12 | -11
CN(CCO)c1cc(N2CCC3(CC2)OCCO3)c2nonc2c1[N+](=O)[O-] | 1 | -3 | -6 | 5 | -9 | -12 | 7 | 1 | -2 | 1 | -22
COCCn1c(Cc2ccccc2)nnc1SCC(=O)NC(C)(C)C | -10 | -6 | -12 | 4 | 10 | -22 | -25 | 5 | -1 | -4 | -15

Source: PubChem (several laboratories)

Not all compounds are listed; count on the stated rates, not on these rows.
